Bioassay records deposited in PubChem by several laboratories.
SRC2 inh: inhibits human steroid receptor coactivator 2. Q15596. HEK293 GAL4-SRC2 luciferase reporter, luminescence. inhibition, % at 9 µM. 370,000 tested, 0.17% active. AID 651957;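 active means inhibition above the mean inhibition of all tested compounds plus 3 SD, set per campaign, cut at about 52% in these data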;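 further: 0% = DMSO treated cells and 100% = cells given Gossypol at 36 µM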
Glyco luc inh: N-linked glycosylation inhibition; D54 ERlucT glycosylation luciferase reporter, 24 h; percent of 100 nM tunicamycin response; reporter increase, % at 12.5 µM; 360,000 tested, 0.23% active; AID 588692;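 active means mean luciferase reporter signal, scaled so untreated is 0 and the glycosylation-blocking control 100, at or above a set limit in every replicate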;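 further: luciferase carries N-glycosylation sites so blocking glycosylation raises the light; 0% = median of neutral control wells and 100% = median of 100 nM tunicamycin wells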
TLR9-MyD88 inh: TLR9-MyD88 interaction inhibition. Q9NR96+Q99836. CHO BLA complementation TLR9-MyD88, CCF4 FRET ratio. inhibition, % at 4.98 µM. 340,000 tested, 0.21% active. AID 504734;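 active means inhibition above the mean over all tested compounds plus 3 SD, cut at about 21% in these data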;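 further: 0% = DMSO only wells and 100% = clavulanate BLA inhibitor control wells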
Target sequence (Q99836 whole entry, looked up): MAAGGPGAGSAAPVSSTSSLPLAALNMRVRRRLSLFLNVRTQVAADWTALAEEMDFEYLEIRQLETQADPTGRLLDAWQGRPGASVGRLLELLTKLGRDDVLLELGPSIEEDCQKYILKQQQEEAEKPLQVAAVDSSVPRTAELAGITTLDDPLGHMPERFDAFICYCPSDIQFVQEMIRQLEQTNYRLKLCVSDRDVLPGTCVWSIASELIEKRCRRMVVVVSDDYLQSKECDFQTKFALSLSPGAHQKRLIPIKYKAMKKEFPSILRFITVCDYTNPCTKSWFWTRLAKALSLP
Target sequence (Q9NR96 whole entry, looked up): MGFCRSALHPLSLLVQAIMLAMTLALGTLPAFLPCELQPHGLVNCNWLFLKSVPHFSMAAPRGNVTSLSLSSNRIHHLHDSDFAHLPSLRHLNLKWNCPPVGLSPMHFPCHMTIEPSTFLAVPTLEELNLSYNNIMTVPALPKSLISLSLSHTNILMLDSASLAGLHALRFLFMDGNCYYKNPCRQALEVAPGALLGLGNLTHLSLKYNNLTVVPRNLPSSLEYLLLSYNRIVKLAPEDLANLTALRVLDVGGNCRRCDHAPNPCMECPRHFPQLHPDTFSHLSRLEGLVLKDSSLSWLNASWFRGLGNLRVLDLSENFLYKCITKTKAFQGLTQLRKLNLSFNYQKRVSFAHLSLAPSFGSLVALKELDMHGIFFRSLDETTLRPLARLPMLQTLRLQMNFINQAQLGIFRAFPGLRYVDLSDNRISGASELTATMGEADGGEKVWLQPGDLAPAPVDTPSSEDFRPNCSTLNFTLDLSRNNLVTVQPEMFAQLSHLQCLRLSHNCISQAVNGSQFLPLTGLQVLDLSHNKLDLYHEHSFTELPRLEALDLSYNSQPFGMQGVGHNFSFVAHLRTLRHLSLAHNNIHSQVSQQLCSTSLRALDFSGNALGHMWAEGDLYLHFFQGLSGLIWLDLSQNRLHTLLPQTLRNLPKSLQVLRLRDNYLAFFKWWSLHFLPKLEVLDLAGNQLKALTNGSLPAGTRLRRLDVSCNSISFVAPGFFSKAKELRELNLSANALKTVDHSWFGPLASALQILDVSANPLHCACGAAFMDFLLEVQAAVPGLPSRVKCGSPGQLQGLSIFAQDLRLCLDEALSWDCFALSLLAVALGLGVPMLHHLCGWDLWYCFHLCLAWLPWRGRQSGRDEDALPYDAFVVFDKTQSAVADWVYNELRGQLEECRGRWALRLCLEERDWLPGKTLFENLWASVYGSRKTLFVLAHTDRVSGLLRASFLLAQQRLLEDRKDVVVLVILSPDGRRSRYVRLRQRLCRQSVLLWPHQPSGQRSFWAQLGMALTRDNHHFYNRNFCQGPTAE
MC4R barr agon: agonists of human melanocortin 4 receptor (MC4R) beta-arrestin; activation, % at 8.9 µM; 360,000 tested, 0.98% active; U2OS MC4R beta-arrestin complementation, luminescence; percent of melanotan II response, DMSO zero;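 active means activation above a per-plate cutoff, the mean activation of sample wells on that plate plus 3 SD, cut at about 8% in these data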
Cardio protect: protects H9c2 cardiomyocytes from peroxide injury; H2O2 injury protection, ATPLite, 2 h; protection from H2O2 cell death, % at 20 µM; 360,000 tested, 0.63% active;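 active means compounds giving at least 50% protection of heart cells from peroxide-induced death in the single-dose screen, raw or plate-pattern-corrected value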;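 further: 0% = DMSO wells with peroxide and 100% = DMSO wells without peroxide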
ABHD5-PLIN5 inh: blocks binding of human ABHD5 to perilipin-5; AID 602281; Split G. princeps luciferase complementation, luminescence, 4 h; Q00G26+Q8WTS1; 360,000 tested, 0.78% active; inhibition, % at 4 µM;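 active means inhibition above the mean inhibition across every tested compound plus 3 SD, cut at about 22% in these data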;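 further: 0% = DMSO only wells and the 100% control is not disclosed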
HTR2A ag: activates the mouse 5-HT2A serotonin receptor. AID 624169. CHO-K1 mHTR2A beta-arrestin complementation, luminescence; percent of 30 µM serotonin response. 360,000 tested, 0.66% active. activation, % at 7.6 µM. P35363;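 active means activation above a run cutoff, the mean activation of all tested compounds plus 3 SD, cut at about 14% in these data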;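 further: 0% = plate median of compound wells and 100% = 30 µM serotonin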
MC4R antag cAMP: blocks human MC4R cAMP signaling; 360,000 tested, 0.48% active; P32245; AID 540295; MC4R-expressing cells, MTII-stimulated cAMP, LANCE TR-FRET; inhibition, % at 6.5 µM;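 active means inhibition above its plate's cutoff, the mean of tested wells on that plate plus 3 SD, cut at about 29% in these data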;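 further: 0% = Melanotan II alone and 100% = Melanotan II plus saturating MCL0020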
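System: U2OS cells stably expressing human melanocortin 4 receptor (MC4R). Reagent: Melanotan II challenge after compound preincubation. Doses: 6.5 µM. Times: 30-min compound, 1-h challenge, 1-h detection, room temperature. Measured by: TR-FRET with Eu-cAMP and labeled anti-cAMP, 671 nm. Replicates: singlicate.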
NOD2-RIPK2 inh: blocks binding of human NOD2 to RIPK2 | O43353 | CHO BLA complementation NOD2-RIPK2, CCF4 ratio | inhibition, % at 4.98 µM | 360,000 tested, 0.38% active; in the data active means inhibition above about 21%;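 further: 0% = vehicle only and 100% = reference blocker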
ABCB6 inh MLPCN: human ABCB6 transporter inhibition; Q9NP58; K562-ABCB6 porphyrin accumulation, flow cytometry, 1 h; hits give low values; fluorescence ratio to DMSO, % at 10 µM; 360,000 tested, 0.19% active; AID 602162;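 active means fluorescence ratio to DMSO below 75%, the collection mean minus 3 SD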;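 further: signal is porphyrin accumulated inside mitochondria; 100% equals median channel fluorescence of DMSO control wells; lower ratio means ABCB6 inhibition with less porphyrin fluorescence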
* marks the source's active call; other numbers are inactive results; · = no result given. This is a subset (hit frequency here may not be typical).

SMILES	SRC2 inh	Glyco luc inh	TLR9-MyD88 inh	MC4R barr agon	Cardio protect	ABHD5-PLIN5 inh	HTR2A ag	MC4R antag cAMP	NOD2-RIPK2 inh	ABCB6 inh MLPCN
COc1cc(Cl)c(C)cc1NC(=O)COC(=O)C(NS(=O)(=O)c1ccc(Cl)cc1)C(C)O (configuration not stated)	-14.7	1.3	3.0	-1.5	-8.7	2.0	-5.0	1.3	5.2	82.0
FC(F)(F)c1cccc(NC(=S)NCC2COc3ccccc3O2)c1 (configuration not stated)	20.0	-1.9	-4.2	5.7	-13.6	4.3	0.4	-3.3	5.8	101.0
O=C(CN(C(=O)CCC(=O)Nc1nccs1)c1cccc(F)c1)NCc1ccc2c(c1)OCO2	-14.5	1.6	-10.2	-0.1	2.0	2.3	-0.2	-1.3	-6.0	96.0
O=C(NCc1ccc(Cl)cc1Cl)C1CC(=O)N(Cc2ccccc2)C1 (configuration not stated)	8.2	0.3	3.4	-2.5	-1.5	1.0	4.7	7.0	-6.9	101.0
COc1ccc(C(=O)N(Cc2ccccc2)c2cccc(C)c2)cc1S(=O)(=O)N1CCOCC1	-24.1	-1.3	-6.5	-3.7	2.5	-4.7	-3.5	16.3	-1.8	94.0
Cc1cccc(C(=O)Nc2cccc(-c3cnc4ccccc4n3)c2)c1	1.5	1.2	5.2	0.1	0.0	8.7	-2.3	4.1	13.4	98.0
Nc1nonc1-n1nnc(C(=O)N/N=C/c2ccc(F)cc2)c1-c1cccs1	11.4	2.1	8.6	-0.8	-8.8	4.2	-4.1	3.2	-5.6	108.0
CSc1ncc(C(=O)Nc2ccc(C(C)=O)cc2)c(C)n1	-30.1	-2.2	0.4	-1.8	4.6	-10.1	4.5	6.0	-7.0	97.0
O=C(COC(=O)CCC(=O)c1ccc(F)cc1)NCc1ccc(Cl)cc1	1.5	0.3	-10.2	-2.1	-3.4	-0.8	1.1	8.0	2.9	100.0
Cc1ccc(-c2cc(-c3ccccc3)no2)c(O)c1	-28.8	-17.2	-10.1	6.7	-14.6	-4.3	2.4	12.2	-1.9	87.0
O=C(Nc1cnn(Cc2ccccc2)c1)c1cc2nc(-c3ccco3)cc(C(F)(F)F)n2n1	10.0	-2.0	3.2	1.3	28.5	-0.9	8.9	15.2	5.2	99.0
COc1ccccc1N(C(=O)NCc1ccccc1)C1=NCC(C)S1 (configuration not stated)	-18.1	-1.2	-3.1	1.5	-8.2	-0.7	-6.1	9.6	8.8	95.0
c1ccc(-c2nc(CSc3nnc(-c4cccs4)o3)cs2)cc1	-4.6	0.3	-3.1	0.6	-11.5	4.5	4.7	5.6	-12.3	96.0
CCOC(=O)C1=C(C)NC(=O)NC1c1ccc(C)o1 (configuration not stated)	2.4	-0.4	-2.9	-0.2	8.4	4.5	1.6	1.6	-6.2	96.0
CCn1nc(C(=O)NNC(=O)c2ccccc2)c2ccccc2c1=O	-22.1	1.6	4.3	-2.9	15.8	-0.9	-5.9	3.8	-3.7	96.0
C=CCc1ccccc1OCC(=O)NNC(=S)NCc1ccccc1	-29.6	2.5	-10.3	-3.8	-3.3	-8.7	0.1	5.7	-3.1	97.0
Cc1cc(C)n2c(SCC(=O)N(CC(C)C)c3c(N)n(CC(C)C)c(=O)[nH]c3=O)nnc2n1	0.9	2.0	-0.1	-1.0	-1.3	2.9	-0.5	6.5	-3.6	99.0
COc1ccc(-c2nnc(SCC(=O)c3ccc(C)o3)o2)cc1	-36.2	0.2	7.0	-1.0	-8.5	2.6	-1.1	-0.5	1.3	100.0
COC(=O)c1ccc(CSc2nnc(Nc3ccc(OC)cc3)s2)o1	-5.0	1.5	-12.4	-0.1	9.4	-3.6	-1.5	6.4	2.4	94.0
Cc1ccc(C(=O)N2CCN(c3ccc(N4CCOCC4)nn3)CC2)cc1	-15.4	-0.1	-3.5	0.7	5.9	-5.8	3.5	-0.1	-4.1	99.0
CCC(C)N1CCCCC1C(=O)Nc1c(C)cc(C)cc1C (configuration not stated)	5.2	-1.3	-6.6	1.1	6.0	-3.4	-3.4	15.3	-0.2	93.0
CC(C)C(C(=O)NCC1CCCO1)N(C(=O)CNS(=O)(=O)c1ccccc1)c1ccc(F)cc1 (configuration not stated)	-0.3	2.9	-11.2	-1.4	0.8	-2.6	8.3	5.5	-0.5	100.0
O=S(=O)(Nc1ccc(F)cc1)N1CCOCC1	11.5	-0.3	-0.8	-0.2	8.4	4.2	3.4	14.1	-11.2	101.0
CC(OC(=O)c1nn(C)c(=O)c2ccccc12)C(=O)NCc1ccc2c(c1)OCO2 (configuration not stated)	2.7	2.4	-8.0	0.6	4.0	7.4	7.9	11.3	-1.1	97.0
COc1ccc(S(=O)(=O)N2CCCC(C(=O)N3CCN(Cc4ccccc4)CC3)C2)cc1Cl (configuration not stated)	9.8	-0.8	-2.6	-0.7	-2.0	-2.8	-0.7	1.9	3.2	94.0
Cc1cc(C)cc(NC(=O)CCN2CCOCC2)c1	-14.8	0.8	-70.4	-0.2	-1.5	3.4	-3.0	-3.1	-5.8	98.0
Cc1cccc(C(=O)Nc2nnc(-c3cccnc3)o2)c1	9.6	-0.8	-7.3	-0.7	-0.8	2.4	3.2	2.1	-6.7	98.0
CCN(CC(=O)Nc1c(F)cccc1F)C(=O)c1ccc(S(=O)(=O)N2CCCCCC2)cc1	2.9	-1.0	-2.3	-2.1	4.8	-7.8	10.4	0.3	-2.3	99.0
CC(=O)NCCNc1nc2cc(-c3ccccc3C)sc2c(=O)n1C	-19.0	-1.5	·	-2.9	-7.3	2.5	3.9	6.9	4.2	91.0
CCOC(=O)c1cnc2c(OC)cccc2c1N1CC(C)CC(C)C1 (configuration not stated)	-0.9	-3.4	-5.3	2.4	-0.2	-9.9	-4.1	1.8	0.8	88.0
Cc1ccc(CNC(=O)CSc2nc(=O)n3ccc(C)cc3n2)cc1	-12.8	-1.3	-7.5	0.8	1.5	11.6	3.3	0.6	1.8	97.0
COc1ccc(S(=O)(=O)NCCCn2ccnc2)cc1Cl	12.7	1.6	-1.1	-0.6	2.4	-4.3	2.6	7.7	0.9	98.0
Cc1ccc(OCC(=O)NNC(=O)C(=O)N2CCCC2)c(C)c1	-10.6	1.4	-11.8	-1.6	12.6	-2.7	2.3	4.0	-0.2	114.0
Cc1nn(C(C)C(=O)NCCCN2CCCC2)c(=O)c2nn(-c3ccccc3)c(C)c12 (configuration not stated)	-0.8	0.9	-4.3	0.0	2.6	0.8	12.4	7.3	-5.2	97.0
CCCC1C(c2ccco2)NC(c2ccco2)CC1(C)O (configuration not stated)	21.2	-2.4	-3.1	0.5	0.8	10.9	4.7	2.4	-6.9	109.0
CCN1CCCC1Cn1cnc2c([nH]c3ccc(Cl)cc32)c1=O (configuration not stated)	-1.8	-1.8	0.8	-1.1	19.9	8.0	-1.0	2.2	-2.9	96.0
CCCCC1(C)OC(=O)C(=Cc2ccc(N(C)C)cc2)C(=O)O1 (configuration not stated)	6.4	0.8	-9.0	0.8	-1.5	-0.1	19.8*	-2.0	-4.0	117.0
O=C(CC1CCCC1)OCn1nnc2ccccc2c1=O	30.4	4.2	-0.8	-0.9	19.9	4.0	-3.5	0.3	4.5	86.0
CCOC(=O)CN1C(=O)N(CC)C(C)=C(C(=O)OC)[C@@H]1c1ccccc1	7.0	2.4	-2.9	0.9	7.8	-4.3	0.8	20.8	0.0	88.0
O=C(NC(c1ccc(Cl)cc1)c1ccsc1)C1CCN(Cc2ccc(Oc3ccccc3)cc2)CC1 (configuration not stated)	-8.2	-3.7	·	0.7	-7.8	-8.8	-13.2	7.5	2.0	92.0
O=C(CSc1ccc(Cl)cc1)N1CCN(c2ccc([N+](=O)[O-])cc2Cl)CC1	-5.3	-3.8	6.5	-0.9	-13.5	-7.5	-8.4	-0.4	4.6	86.0
C/C(=N\Nc1nc(N2CCOCC2)nc(N2CCOCC2)n1)c1ccc([N+](=O)[O-])cc1	-35.7	1.7	-0.2	0.4	5.9	11.2	2.8	-4.3	-18.2	105.0
O=C1Nc2ccc(S(=O)(=O)N3CCCCCC3)c3cccc1c23	4.2	-0.3	1.6	0.0	-2.6	3.4	0.8	4.4	-0.7	104.0
Cc1ccc(S(=O)(=O)NCc2cccnc2)cc1	-3.6	1.1	-3.6	0.4	-2.4	-0.9	4.4	3.2	-4.9	96.0
CCOC(=O)c1sc(N(Cc2ccccc2)C(=O)CN2C(=O)CN(C)C2=O)nc1C	1.6	-1.1	-11.3	-1.9	-2.5	-1.3	-5.4	-0.3	7.0	97.0
Nc1c(C(=O)NC2CCCC2)c2nc3ccccc3nc2n1/N=C/c1cccnc1	-10.1	-8.6	-4.5	-1.3	22.8	3.7	1.5	10.1	-4.4	98.0
O=C(Cn1cc([N+](=O)[O-])cn1)Nc1ccn(Cc2c(F)c(F)cc(F)c2F)n1	-16.9	-0.2	-3.9	-2.4	-0.6	-0.2	-4.0	3.6	1.5	104.0
O=C(NN(c1ccccc1)c1ccccc1)c1ccc([N+](=O)[O-])o1	1.1	19.4	8.0	-0.6	0.3	-5.9	-3.2	4.3	11.0	101.0

Entries from the list above with a thiophene ring, fused or not, in the order listed:
SMILES	SRC2 inh	Glyco luc inh	TLR9-MyD88 inh	MC4R barr agon	Cardio protect	ABHD5-PLIN5 inh	HTR2A ag	MC4R antag cAMP	NOD2-RIPK2 inh	ABCB6 inh MLPCN
Nc1nonc1-n1nnc(C(=O)N/N=C/c2ccc(F)cc2)c1-c1cccs1	11.4	2.1	8.6	-0.8	-8.8	4.2	-4.1	3.2	-5.6	108.0
c1ccc(-c2nc(CSc3nnc(-c4cccs4)o3)cs2)cc1	-4.6	0.3	-3.1	0.6	-11.5	4.5	4.7	5.6	-12.3	96.0
CC(=O)NCCNc1nc2cc(-c3ccccc3C)sc2c(=O)n1C	-19.0	-1.5	·	-2.9	-7.3	2.5	3.9	6.9	4.2	91.0
O=C(NC(c1ccc(Cl)cc1)c1ccsc1)C1CCN(Cc2ccc(Oc3ccccc3)cc2)CC1 (configuration not stated)	-8.2	-3.7	·	0.7	-7.8	-8.8	-13.2	7.5	2.0	92.0

Following part:
SMILES	SRC2 inh	Glyco luc inh	TLR9-MyD88 inh	MC4R barr agon	Cardio protect	ABHD5-PLIN5 inh	HTR2A ag	MC4R antag cAMP	NOD2-RIPK2 inh	ABCB6 inh MLPCN
COc1ccc(OC)c(NC(=O)CCc2c[nH]c3ccccc23)c1	-20.2	0.7	1.7	0.5	6.9	3.2	0.8	9.3	10.7	123.0
Cn1c(SSc2ccc(-c3cccnc3)n2C)ccc1-c1cccnc1	-0.2	10.3	-4.2	0.9	-5.7	4.6	-0.9	-16.8	15.6	98.0
CCc1nc2ccc(C(=O)N(C)CCCN(C)C)cn2c1N(C)CCCc1ccccc1	-6.4	-4.1	·	-0.8	-1.9	5.5	-2.6	4.8	3.7	101.0
CCOC(=O)C1=C(c2ccc(O)cc2)NC(=O)NC1C (configuration not stated)	25.8	1.5	·	-2.7	-0.6	-4.4	1.8	2.6	-5.5	100.0
CO/N=C1\CCn2c1c(C)c1ccccc12	6.9	0.0	-5.8	5.9	-3.2	-6.0	6.5	8.1	-12.2	99.0
